CR mimetic SO: caloric restriction mimetics inhibiting age-related superoxide in yeast; S. cerevisiae aged cells, superoxide DHE fluorescence; stronger effect = lower value; superoxide response (% of plate mean), % at 10 µM; 330,000 compounds, 0.18% hits;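 active = superoxide response under a set limit, about three screen SD below normal, cut at about 65% in these data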;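 also: yeast aged for seven days with compound at 30 °C before DHE staining; 100% = average MFI of all compound-treated wells on the plate with controls excluded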
AGP1-GFP MLPCN: alters AGP1-GFP fluorescence in TOR pathway yeast screen; S. cerevisiae AGP1-GFP multiplex flow cytometry, 3 h; GFP as percent of DMSO wells; GFP response vs DMSO, % at 10 µM; 320,000 compounds, 0.02% hits; AID 2066;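 active = GFP response relative to DMSO above a set limit, near screen average plus 3 SD, cut at about 150% in these data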;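 also: median GFP channel fluorescence of the gated AGP1 strain per well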
BCLXL inh: blocks human Bcl-xL binding to Bim BH3 peptide; Q07817; GST-Bcl-xL / FITC-Bim BH3 peptide fluorescence polarization; inhibition, % at 10.9 µM; 320,000 compounds, 0.7% hits;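 active = inhibition above the mean of all tested compounds plus 3 SD, cutoff set per campaign, cut at about 30% in these data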;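 also: 0% = DMSO wells and 100% = unlabeled Bim-BH3 peptide competitor; inhibitors lower millipolarization by displacing the labeled peptide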
Target sequence (Q07817 whole entry, looked up): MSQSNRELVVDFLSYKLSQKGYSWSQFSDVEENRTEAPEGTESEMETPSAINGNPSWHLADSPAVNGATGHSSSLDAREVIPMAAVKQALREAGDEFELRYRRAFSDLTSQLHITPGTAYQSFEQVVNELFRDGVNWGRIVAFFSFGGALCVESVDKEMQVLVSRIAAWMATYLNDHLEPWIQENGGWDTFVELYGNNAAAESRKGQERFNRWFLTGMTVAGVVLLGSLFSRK
VLA-4 inh: inhibition in a human VLA-4 binding assay; 330,000 compounds, 0.2% hits; P13612; inhibition, % (about 7 µM as worked out from the volumes in the protocol); AID 2557; VLA-4 expressing cells, ligand binding flow cytometry; in the data active = inhibition above about 50%
MEX-5 binding: C. elegans MEX-5 TCR-2 RNA binding activity. Q9XUB2. MEX-5/FITC-TCR2 RNA binding, fluorescence polarization; stronger effect = lower value. activity score (negative = inhibition of binding), % at 10 µM. 300,000 compounds, 0.38% hits. AID 1832;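 active = inhibition past about -25% in most replicates, and total fluorescence under double the plate's negative control median, limit read from the data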;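 also: 0% = DMSO and -100% = 5 µM competing unlabeled TCR2 RNA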
GRK2 aptamer HTS: blocks RNA aptamer binding to human GRK2 | bead flow cytometry, FAM-aptamer displacement from GRK2 | inhibition of aptamer binding, % at 10 µM | 330,000 compounds, 0.59% hits;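 active = inhibition of aptamer binding above 40%, roughly 3 SD of noise, on plates passing a quality check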;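 also: median bead fluorescence of bound FAM aptamer so fluorescent compounds give negative values; no value below 0 was filed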
Target sequence (P25098 whole entry, looked up): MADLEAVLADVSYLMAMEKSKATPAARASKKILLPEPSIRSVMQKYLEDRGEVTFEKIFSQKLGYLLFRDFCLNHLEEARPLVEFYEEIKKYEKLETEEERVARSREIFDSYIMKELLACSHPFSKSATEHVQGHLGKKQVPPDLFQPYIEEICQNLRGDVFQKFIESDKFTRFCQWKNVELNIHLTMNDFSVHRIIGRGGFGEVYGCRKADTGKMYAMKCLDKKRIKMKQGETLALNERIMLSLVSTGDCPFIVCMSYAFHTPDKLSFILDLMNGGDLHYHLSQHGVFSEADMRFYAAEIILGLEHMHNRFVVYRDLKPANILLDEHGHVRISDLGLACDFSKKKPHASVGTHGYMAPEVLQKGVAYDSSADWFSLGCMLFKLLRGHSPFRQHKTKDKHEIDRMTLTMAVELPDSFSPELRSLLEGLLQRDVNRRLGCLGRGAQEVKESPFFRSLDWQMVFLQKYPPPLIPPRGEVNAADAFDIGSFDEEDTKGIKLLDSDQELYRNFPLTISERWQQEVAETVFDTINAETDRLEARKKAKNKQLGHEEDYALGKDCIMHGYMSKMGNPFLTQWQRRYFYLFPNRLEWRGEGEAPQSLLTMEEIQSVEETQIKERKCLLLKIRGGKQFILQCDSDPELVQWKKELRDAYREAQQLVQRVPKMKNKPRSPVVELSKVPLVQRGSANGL
GLD-1 RNA inh: GLD-1-TGE RNA interaction inhibition (C. elegans). Q17339. purified GLD-1 + fluorescein TGE RNA, fluorescence polarization. inhibition, % at 5.96 µM. 320,000 compounds, 0.44% hits;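 active = percent inhibition above a per-plate cutoff, the plate mean of test compounds plus 3 SD, cut at about 30% in these data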;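 also: 0% = DMSO wells with GLD-1 and probe and 100% = wells lacking GLD-1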
CIT2 TOR yeast: modulators of TOR pathway CIT2-GFP in S. cerevisiae. GFP response vs DMSO, % at 10 µM. 320,000 compounds, 0.065% hits. S. cerevisiae CIT2-GFP strain, flow cytometry, 3 h; 100 means same as DMSO wells. AID 2029;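 active = GFP response relative to DMSO above a set limit, near the screen mean plus 3 SD, cut at about 150% in these data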;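 also: ratio of well median GFP fluorescence to mean of DMSO wells on the plate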
MCL1-BIM inh: disrupts human MCL1 binding to BIM-BH3 peptide; inhibition, % at 10.9 µM; GST-MCL1 / FITC-Bim-BH3 fluorescence polarization; 320,000 compounds, 0.68% hits;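 active = inhibition above the mean inhibition of all tested compounds plus 3 SD, set per campaign, cut at about 40% in these data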;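 also: 0% = DMSO wells and 100% = unlabeled Bim-BH3 peptide control; higher means more loss of mP so more displacement of Bim peptide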
The depositor's hits bear a star; . = not tested or not shown. Rows were taken by chance; about 2.1% have a hit in one of these screens.

SMILES	GLD-1 RNA inh	GRK2 aptamer HTS	MEX-5 binding	MCL1-BIM inh	BCLXL inh	VLA-4 inh	AGP1-GFP MLPCN	CR mimetic SO	CIT2 TOR yeast
CC(C)C[C@H](NC(=O)c1nc[nH]c1C(=O)NCc1ccc(CNC(=O)OC(C)(C)C)cc1)C(=O)OC(C)(C)C	9.6	1.0	-0.8	9.1	-0.4	7.3	74.2	100.8	65.7
CC(C)[C@H](NC(=O)c1ccccc1)C(=O)OCC(=O)Nc1ccc(S(=O)(=O)N2CCOCC2)cc1	2.1	0.0	.	.	.	-8.8	104.1	90.8	94.2
Cc1c(Br)c(C(F)(F)F)nn1CC(=O)NCc1ccco1	-2.7	3.0	1.4	11.6	10.0	6.0	101.3	111.9	103.9
CCOc1ccccc1OCC(=O)OCC(=O)NNC(=O)c1ccc([N+](=O)[O-])cc1	0.0	6.0	-4.3	0.0	-5.7	15.6	88.9	96.0	93.1
S=C(NN=C(C1CC1)C1CC1)Nc1ccccc1	-1.3	2.0	2.3	-1.2	6.3	-18.1	103.3	92.0	99.2
O=C(COc1ccccc1[N+](=O)[O-])NCC1(N2CCCCC2)CCCCC1	-0.6	0.0	.	-2.2	-5.7	6.6	102.9	100.5	100.2
COc1cc2ccccc2cc1C(=O)Nc1ccc(Cl)cn1	2.5	5.0	2.8	-1.5	0.7	24.5	97.0	103.5	101.5
COc1cc(C2=NOC(C(=O)Nc3cc(C)on3)C2)cc(OC)c1OC (centres undefined)	0.8	0.0	1.4	-0.2	-0.1	8.4	104.6	98.7	99.9
COc1ccc(C(=O)N2CCN(c3ncccn3)CC2)cc1[N+](=O)[O-]	-10.6	2.0	-1.6	1.0	-3.2	15.1	106.1	90.0	110.4
O=C(/C=C/c1ccc(F)cc1)NC(=S)Nc1ccccc1	.	23.0	0.7	.	.	1.9	91.5	97.4	91.6
C[C@H](NC(=O)c1nc[nH]c1C(=O)N[C@@H](CCCCNC(=O)OC(C)(C)C)C(=O)OC(C)(C)C)c1ccccc1	10.7	3.0	0.3	-8.1	-1.0	21.6	97.2	103.0	111.2
O=C(CSc1ccccc1C(=O)NCc1ccccc1)NC1CCCCCCC1	1.5	0.0	0.1	13.5	13.6	20.3	109.9	97.5	107.5
CC(C)C(=O)Nc1cccc2nsnc12	3.5	0.0	-2.6	1.1	0.6	4.6	102.2	81.0	98.4
CCn1c(CCNC(=O)c2ccc(Cl)cc2Cl)n[nH]c1=S	-4.7	0.0	0.7	0.1	-2.0	-10.5	105.1	86.7	109.9
C#CCOCCOCCOCCNc1nc(N2CCN(C(=O)C([C@@H](C)O)n3cc([C@@H](N)CCCCN)nn3)CC2)nc(N2CCN(C(=O)[C@H](CCC(=O)O)n3cc([C@@H](N)CCCCN)nn3)CC2)n1 (some centres undefined)	1.6	0.0	.	.	.	-18.7	97.4	98.8	92.3

New compounds follow:
SMILES	GLD-1 RNA inh	GRK2 aptamer HTS	MEX-5 binding	MCL1-BIM inh	BCLXL inh	VLA-4 inh	AGP1-GFP MLPCN	CR mimetic SO	CIT2 TOR yeast
COCCn1c(=O)[nH]c(=O)c2c(C(F)(F)F)cc(-c3cccs3)nc21	5.0	0.0	0.4	5.0	7.7	3.6	98.7	105.5	93.5
CCNc1nc(NCC)n2c(SCC(=O)N(CC)C3CCCCC3)nnc2n1	4.6	6.0	-1.8	7.7	8.5	-15.7	94.5	95.3	102.1
CCN(CC)S(=O)(=O)c1ccc(Cl)c(NC(=O)COC(=O)c2cc(-c3ccccc3Cl)nc3ccccc23)c1	2.7	2.0	0.7	2.4	3.4	8.7	97.9	115.7	95.0
Cc1cc(/C=N/O)c(C)n1-c1ccc(Br)cc1	-1.5	0.0	0.6	0.1	-4.6	17.1	95.7	104.2	96.6
Brc1cccc(OCCCCN2CCCCC2)c1	3.6	0.0	-0.6	19.9	9.1	1.1	102.5	84.4	110.3
CCOC(=O)N1CCC(N(C(=O)Nc2ccc(Cl)c(Cl)c2)C(C)CC)CC1 (centres undefined)	3.3	0.0	1.7	13.4	5.4	35.8	93.7	87.6	96.6
COc1ccccc1/C=C(\C)C(=O)c1c(C)cc(C)[nH]c1=O	2.1	1.0	-1.1	2.5	-1.4	-7.3	73.8	91.3	93.8
C=CCC(Nc1ccco1)c1ccccc1 (centres undefined)	3.2	0.0	-1.8	-1.4	0.8	-11.3	103.1	99.7	101.8
CC(C)NC(=O)C1CCN(C2CCN(C(=O)c3cc4c(s3)CCCCC4)CC2)CC1	2.8	0.0	1.0	3.5	3.5	10.8	85.8	111.3	109.6
COC(=O)Cn1c(=NC(=O)C2CC2)sc2c(C)cc(C)cc21	-0.1	0.0	1.4	-6.0	-1.8	28.6	91.9	118.6	93.4
COC(=O)Nc1ccc([N+](=O)[O-])cc1OC	-4.8	0.0	-1.2	0.8	2.5	25.3	.	105.2	.
O=c1c2sccc2[nH]c(=S)n1Cc1ccccc1	2.8	0.0	1.4	-12.4	-5.6	10.4	104.5	101.2	98.8
CC1CCN(C2=NN3C(=N)/C(=C\c4ccc(OC(=O)c5ccco5)cc4)C(=O)N=C3S2)CC1	1.1	4.0	-3.1	1.4	-1.8	-6.0	100.2	84.3	98.8
Cc1ccc2nc(SCC(=O)NC3CCCC3)[nH]c2c1	-4.3	1.0	1.1	1.3	2.3	15.8	101.4	83.4	107.2
NCC1CC2c3ccccc3C1c1ccccc12 (centres undefined)	5.3	2.0	0.2	-2.4	1.7	7.0	102.0	104.8	99.4

(more compounds)
SMILES	GLD-1 RNA inh	GRK2 aptamer HTS	MEX-5 binding	MCL1-BIM inh	BCLXL inh	VLA-4 inh	AGP1-GFP MLPCN	CR mimetic SO	CIT2 TOR yeast
Nn1c(SCC(=O)Nc2nc3ccccc3s2)nncc1=O	2.5	4.0	-0.5	6.1	6.4	-1.6	101.5	99.9	100.8
CCOC(=O)c1c(C)[nH]c(C(=O)Cn2c(=O)c3c(ncn3CC)n(Cc3ccccc3)c2=O)c1C	-2.0	0.0	5.5	-1.2	4.3	6.5	97.4	95.7	92.9
COCc1nc2ccccc2n1CCc1ccccc1	8.3	2.0	-0.9	11.2	7.8	3.5	98.8	93.4	98.9
COCCN1C(=O)/C(=C/c2ccc(OCc3ccc(C(=O)O)cc3)c(OC)c2)SC1=Nc1ccccc1	1.0	1.0	-1.4	15.7	6.4	2.3	94.4	109.6	98.4
COc1ccc(OCC(=O)N2c3ccc(C)cc3C3CN(C)CCC32)cc1 (centres undefined)	9.3	1.0	1.9	15.8	5.2	6.5	92.8	145.6	105.6
COc1ccccc1C/C(N)=N/OC(=O)c1ccco1	-2.1	1.0	-0.1	4.9	2.8	8.0	102.0	100.6	106.6
CC(C)C(=O)NNC(=O)c1cc2sccc2s1	2.2	2.0	.	-1.2	-1.7	7.5	98.4	108.5	87.4
Cc1ccc(OC(=O)c2cccc(S(=O)(=O)N(C)C)c2)c(-n2nc3ccccc3n2)c1	-4.0	3.0	-1.6	9.9	8.3	26.4	104.4	104.5	96.2
CC1CCN(S(=O)(=O)c2cccc(C(=O)Nc3nccs3)c2)CC1	-0.8	2.0	1.8	0.6	2.8	-28.6	111.5	89.8	152.2*
CC(=O)Nc1ccc(NC(=O)CSc2ncc(C(=O)Nc3ccccc3)c(=O)n2C)cc1	-9.4	0.0	0.9	-9.0	-5.7	7.0	105.9	109.1	110.2
COc1nnc(-c2ccc(N3CCOCC3)c(NC(C)=O)c2)c2ccccc12	1.7	0.0	-0.8	4.3	-7.5	-4.1	94.2	114.6	.
CC(OC(=O)c1ccc(Cl)cc1)C(=O)NCC1CCCCC1 (centres undefined)	-0.9	0.0	.	-5.3	4.2	7.9	101.0	88.4	98.2
O=C(CSc1nnc(Nc2ccccc2F)s1)NC1CCS(=O)(=O)C1 (centres undefined)	2.6	0.0	.	.	.	44.0	99.0	109.2	93.0
CCn1c(CCNC(=O)c2ccc(OC)c(OC)c2)nc2ccccc21	0.3	2.0	-0.6	-1.8	4.4	1.2	108.0	93.6	104.7
O=C(O)Cn1cc(F)c(=O)[nH]c1=O	6.8	1.0	-0.1	-0.9	1.5	-8.4	111.3	85.4	100.8

Two entries from above, as labelled records:
canonical_smiles: O=C(O)Cn1cc(F)c(=O)[nH]c1=O
  GLD-1 RNA inh: 6.8
  GRK2 aptamer HTS: 1.0
  MEX-5 binding: -0.1
  MCL1-BIM inh: -0.9
  BCLXL inh: 1.5
  VLA-4 inh: -8.4
  AGP1-GFP MLPCN: 111.3
  CR mimetic SO: 85.4
  CIT2 TOR yeast: 100.8
canonical_smiles: CC(C)C(=O)NNC(=O)c1cc2sccc2s1
  GLD-1 RNA inh: 2.2
  GRK2 aptamer HTS: 2.0
  MEX-5 binding: .
  MCL1-BIM inh: -1.2
  BCLXL inh: -1.7
  VLA-4 inh: 7.5
  AGP1-GFP MLPCN: 98.4
  CR mimetic SO: 108.5
  CIT2 TOR yeast: 87.4

The results go on.
SMILES	GLD-1 RNA inh	GRK2 aptamer HTS	MEX-5 binding	MCL1-BIM inh	BCLXL inh	VLA-4 inh	AGP1-GFP MLPCN	CR mimetic SO	CIT2 TOR yeast
CC(C)C[C@@H](CN(C)N=O)N(C[C@H](Cc1ccccc1)N(CCc1ccccc1)N=O)N=O	0.2	2.0	2.1	4.7	5.3	4.8	88.8	94.1	85.9
Cc1ccc(C2=NN(S(C)(=O)=O)C(c3cccs3)C2)cc1 (centres undefined)	4.0	2.0	1.3	0.2	1.5	4.8	112.1	101.4	95.4
CC(C)C(NC(=O)c1ccccc1)c1nnc(SCC(=O)Nc2nccs2)n1C (centres undefined)	-4.8	4.0	-0.7	-3.2	-0.8	57.9*	108.5	107.3	109.1
CC1CCC(C(C)C)C2=C1C(C#N)(C#N)C(C#N)(C#N)C(c1ccccc1)N2 (centres undefined)	21.5	0.0	.	10.4	15.7	-85.5	109.9	111.3	109.1
Nc1c(O)ccc2c1C(=O)c1ccccc1C2=O	72.4*	1.0	-39.4*	105.1*	105.4*	-24.9	96.8	120.1	72.3
CC(=O)c1cccc(NC(=O)Nc2ccc(C)cc2)c1	0.9	0.0	-0.6	-2.7	-0.7	-9.3	.	103.7	101.8
COc1ccc(S(=O)(=O)N(C)CC(=O)N2CCC(C)CC2)cc1Cl	0.6	0.0	-1.7	7.1	0.2	3.2	98.2	88.5	93.8
O=C(/C=C/c1ccccc1)N/C(=C\c1ccco1)C(=O)NCCO	-3.8	2.0	-4.5	0.0	-0.8	14.6	.	104.5	97.3
CC(=O)NNc1cccc(Cl)n1	-2.1	0.0	1.1	-1.0	2.3	0.0	93.0	98.7	100.3
